S-ASM inh = inhibitors of human secretory acid sphingomyelinase; P17405; placental ASM, HMU-PC fluorogenic substrate, 60 min; Potency, µM (highest dose often 57.5 µM), for inactives: at the top dose activity change, negative = inhibition, hits mostly inhibitors; 340,000 tested, 0.006% active; AID 504937; also: potency is read from the fitted curve at half-maximal effect
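Steps: dispense placental human ASM, pin compound, wait 10 min at room temperature, add HMU-PC0 substrate at 9 uM final, incubate 60 min at 37 °C, add stop solution raising pH to 10, read fluorescence.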
Menin MLL FP TR = inhibitors of human menin-MLL interaction, mutant MLL peptide. O00255. Menin + Texas Red MLL mutant peptide, fluorescence polarization. Potency, µM (titrated, usually from 61.6 µM), for inactives: at the top dose FP activity change, negative = inhibition, usual class: inhibitors. 270,000 tested, 0.23% active; active = well fitted inhibition curve with a large enough effect in the polarisation, with a control signal flat, not every such curve was filed as active; inconclusive = small, poorly fitted or top-dose-only effect, or effect the other way, or a change in a side signal; inactive = no such curve, though single readings can be large or run the other way; the % refers to the polarisation; also: potency is read from the fitted curve at half-maximal effect; % of control where 0% means no effect; many of its hits are not listed in these tables
Chronic BCR inh = chronic active BCR signaling inhibition; 340,000 tested, 0.05% active; ABC-DLBCL IkBa-CBG/CBR reporter, luminescence ratio, 4 h; AID 493014; Potency, µM (series often up to 46.1 µM), for inactives: at the highest dose ratio change, negative = lower green/red ratio, actives largely listed as inhibitors; active = well fitted inhibition curve with a large enough effect in the signal ratio, with a control signal flat, not every such curve was filed as active; inconclusive = small, poorly fitted or top-dose-only effect, or effect the other way, or a change in a side signal; the % refers to the signal ratio;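 also: potency is read from the fitted curve at half-maximal effect; plate controls were basal doxycycline-induced cells for no effect and cells given 10 µM MG132 for full effect; MG132 reads +100%, hits lower the ratio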
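Concentration-response series (up to 46 uM) were applied to TMD8 dual-reporter cells for 4 h at 37C with doxycycline. Green/red ratio, after filter-overlap correction, defined %Activity; red signal alone was normalised to basal cells and zero luminescence.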
TSG101-PTAP inh = blocks PTAP/TSG101 interaction to inhibit HIV-1 budding; Q99816; Fluorescence polarization, FITC-PTAP peptide / Tsg101 binding; Potency, µM (titrated, usually from 115 µM), for inactives: at the top dose activity change, negative = inhibition, hits mostly inhibitors; 340,000 tested, under 10 active; AID 493005; active = well fitted inhibition curve with a large enough effect in the main read-out, with a control signal flat, not every such curve was filed as active; inconclusive = small, poorly fitted or top-dose-only effect, or effect the other way, or a change in a side signal; inactive = no such curve, though single readings can be large or run the other way; also: potency is read from the fitted curve at half-maximal effect; % of control where 0% means no effect
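Compounds were pin-transferred onto Tsg101 binding domain (10 uM final) in HEPES pH 7.5 buffer, then FITC-PTAP peptide was added at 50 nM final. After 20 min at RT, polarization reported peptide displacement across a qHTS concentration series.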
Tb PFK block = T. brucei PFK enzyme inhibition; O15648; T. brucei PFK, ADP-Glo luminescence; Potency, µM (highest dose often 57.5 µM), inactives show at the highest dose activity, negative = inhibition, most hits filed as inhibitors; 330,000 tested, 0.17% active;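 also: potency is read from the fitted curve at half-maximal effect; 0% = uninhibited 1x PFK enzyme wells and -100% = no-enzyme wells; nearly all actives have a fitted effect of over 60% in size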
Target sequence (O15648 whole entry, looked up): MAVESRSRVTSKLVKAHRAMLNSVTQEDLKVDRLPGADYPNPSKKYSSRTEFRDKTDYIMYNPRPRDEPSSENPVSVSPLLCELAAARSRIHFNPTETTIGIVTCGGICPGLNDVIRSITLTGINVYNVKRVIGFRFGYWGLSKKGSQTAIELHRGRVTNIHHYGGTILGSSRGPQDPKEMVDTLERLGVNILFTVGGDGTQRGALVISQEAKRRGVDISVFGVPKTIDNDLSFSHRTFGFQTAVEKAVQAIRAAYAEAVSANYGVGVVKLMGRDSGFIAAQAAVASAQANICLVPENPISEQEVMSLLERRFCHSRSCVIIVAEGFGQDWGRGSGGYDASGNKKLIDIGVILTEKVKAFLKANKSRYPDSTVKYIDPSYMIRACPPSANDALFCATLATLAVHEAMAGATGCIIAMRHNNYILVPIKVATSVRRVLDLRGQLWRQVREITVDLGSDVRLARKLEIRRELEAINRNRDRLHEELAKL
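Luminescent ADP detection (ADP-Glo, two-step: ATP depletion then ADP-to-ATP conversion for luciferase) reported PFK activity after 45 min room-temperature reaction of 1.25 nM enzyme with 0.5 mM F6P and 0.1 mM ATP at pH 8.0.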
B2AR arrestin = recruits beta-arrestin to the human beta2-adrenergic receptor | P07550 | beta-arrestin recruitment to beta2AR, cell-based reporter | 330,000 tested, 0.02% active | Potency, µM (highest dose often 46.1 µM), inactives show top-dose activation, usual class: activators;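 also: potency is read from the fitted curve at half-maximal effect; 0% = DMSO controls and full agonism = EC100 isoproterenol or metaproterenol; nearly all actives have a fitted effect of over 65% in size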
Giardia killer = kills Giardia lamblia. 340,000 tested, 0.15% active. activity change, % at 7.66 µM, hits read low. Giardia lamblia trophozoite viability; in the data active = activity change below about -80%; inconclusive = between about -30% and that limit;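 also: parasites exposed to compound for two days anaerobically before the ATP read; % is scaled to controls: 0 for no effect and ±100 for the full control effect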
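Each well holds 100 Giardia trophozoites and compound. After two days (48 hrs) at 37 deg C in anaerobic conditions, ATP is quantified by luminescence.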
Integrin act MD = activates integrin-mediated alleviation for muscular dystrophy; alpha7betagal myoblasts, beta-gal FDG fluorescence, 48 h; Potency, µM (series often up to 38.3 µM), without a hit: at the highest dose activation, actives largely listed as activators; 350,000 tested, 0.064% active; AID 624291;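 also: potency is read from the fitted curve at half-maximal effect; 100% = response of the positive control SU9516; nearly all actives have a fitted effect of over 60% in size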
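alpha7betagal+/- myoblasts (passage 13, 250/well) treated 48 h at 37C with compounds at 1:260 dilution of DMSO stock. Lysed, then beta-galactosidase activity read as FDG fluorescence (ex 480/em 540) after 30 min, with pre-read for autofluorescence.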
Coupling enz = inhibits coupling enzyme system, counter-screen for aldolase hits | coupling enzyme system counterscreen, AmpLite Red fluorescence | activity change, negative = inhibition, % at 58.2 µM, hits read low | 290,000 tested, 0.67% active; in the data active = activity change below about -30%; also: % is scaled to controls: 0 for no effect and ±100 for the full control effect
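Final compound at 57.5 uM, incubated 10 min at RT with coupling enzyme reagent (glyceraldehyde-3-phosphate), then 20 min with substrate and AmpLite Red detection. Fluorescence read at 525/598 nm; tests interference with the coupling assay, not aldolase inhibition.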
PKM2 activator = activators of human pyruvate kinase M2; P14618; purified PKM2, Kinase-Glo ATP luminescence, activation; response scale: 0% is enzyme alone, no compound; Potency, µM (highest dose often 57.5 µM), for the others: at the top dose activation, actives largely listed as activators; 260,000 tested, 0.34% active; AID 1631; also: potency is read from the fitted curve at half-maximal effect; % is scaled to controls: 0 for no effect and ±100 for the full control effect; nearly all actives have a fitted effect of over 55% in size
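Purified hPK-M2 (>95% pure) converted ADP (0.1 mM final) to ATP with 0.5 mM PEP in 50 mM imidazole pH7.2, KCl, MgCl2, Tween 20, BSA; 1 h at room temperature. ATP detected by Kinase-Glo luminescence.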
GALK inhibitor = blocks human galactokinase activity; 270,000 tested, 0.007% active; Purified GALK, Kinase-Glo residual ATP luminescence; P51570; Potency, µM (doses to about 57.5 µM), for inactives: top-dose activity change, negative = inhibition, actives largely listed as inhibitors; also: potency is read from the fitted curve at half-maximal effect; % is scaled to controls: 0 for no effect and ±100 for the full control effect
Target sequence (P51570 whole entry, looked up): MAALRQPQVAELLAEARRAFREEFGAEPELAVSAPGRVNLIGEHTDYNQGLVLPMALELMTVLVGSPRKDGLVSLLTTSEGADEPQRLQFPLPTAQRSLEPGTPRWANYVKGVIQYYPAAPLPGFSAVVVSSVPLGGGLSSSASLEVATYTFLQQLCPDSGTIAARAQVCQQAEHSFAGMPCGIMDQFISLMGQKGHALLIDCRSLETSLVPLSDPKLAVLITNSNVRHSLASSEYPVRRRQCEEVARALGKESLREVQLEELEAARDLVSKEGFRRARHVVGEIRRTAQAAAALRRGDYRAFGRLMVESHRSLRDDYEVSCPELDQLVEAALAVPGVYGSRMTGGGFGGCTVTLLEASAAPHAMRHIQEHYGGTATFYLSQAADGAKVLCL
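Luminescence from leftover ATP (Ultra-Glo luciferase/luciferin) served as read-out after a 1 h room-temperature reaction of 5 nM GALK with 35 uM ATP and 100 uM galactose.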
Numbers without * were called inactive; ? = inconclusive; nt = not tested or not shown; [ ] = another dose, or the depositor's remark. Unless noted, calls follow the shape of the dose curve; as a rule, active = well fitted curve in the direction sought with a large enough effect; inconclusive = small, poorly fitted or top-dose-only effect, or another doubt; inactive = no such curve, though single readings can be large; an effect the other way counts as inactive or inconclusive. A portion of the library; count on the stated rates, not on these rows.

smiles,Chronic BCR inh,Giardia killer,GALK inhibitor,TSG101-PTAP inh,S-ASM inh,B2AR arrestin,Integrin act MD,Menin MLL FP TR,Coupling enz,Tb PFK block,PKM2 activator
CCCNS(=O)(=O)c1ccc(OCC(=O)N2CCN(Cc3ccccc3)CC2)cc1,19.1%,-11.4,0.1%,-11.8%,-0.6%,-0.2%,-22.8%,-3.1%,-2.0,-1.2%,0.0%
CCOC(C[n+]1c(-c2ccccc2)cc(C)cc1-c1ccccc1)OCC,-7.0%,1.0,nt,-3.1%,-3.3%,0.2%,7.0%,nt,nt,-2.0%,nt
COc1ccc(C2C(C(=O)N3CCC4(CC3)OCCO4)CC(=O)N2c2ccc(OC)cc2)cc1 (centres undefined),-0.8%,16.4,-1.9%,-14.0%,0.7%,-0.1%,6.4%,?,2.0,-7.4%,12.9%
O=C(O)CP(=O)(O)c1ccc(Cl)cc1,-2.5%,2.0,0.8%,-1.6%,2.1%,-0.6%,-1.2%,-0.9%,4.5,1.6%,1.6%
C=CCOC(=O)C1=C(C)OC(N)=C(C#N)C12C(=O)N(CN1CCOCC1)c1ccccc12 (centres undefined),0.0%,-6.3,7.1%,-3.1%,2.6%,-0.2%,7.6%,0.2%,-3.9,0.9%,-1.7%
CCN(CC)Cc1c[nH]c2ccccc12,?,4.1,3.8%,-3.2%,0.7%,-0.2%,-50.3%[inhibitor],?,-3.2,1.9%,-9.4%
Cc1ccc(S(=O)(=O)NCCC(=O)Nc2ccc(Cl)cc2C(=O)c2ccccc2)cc1,?,-13.8,1.1%,-4.6%,-10.3%,5.4%,-12.5%,9.3%,-2.8,-0.6%,-1.4%
Cc1ccc(N2Cc3ccccc3C2=N)cc1[N+](=O)[O-],-0.3%,-6.0,10.7%,-0.2%,-1.7%,0.2%,0.0%,-10.3%,1.1,6.9%,1.7%
COc1cc(OC)c(OC)cc1CNCCc1ccc(OC)c(OC)c1,-0.1%,24.6,-0.4%,-8.4%,2.2%,0.1%,0.0%,-6.8%,-2.4,-1.7%,3.8%
Cc1ccc2cc(C=C(C#N)C#N)c(Cl)nc2c1,-20.5%,-27.2,-1.1%,-7.2%,224.8%[activator],-0.4%,25.5%,3.7%,-0.5,6.7%,-1.4%
Nc1cc(N2CCNCC2)c([N+](=O)[O-])cc1Cl,-0.7%,2.0,1.6%,-1.3%,8.1%,-0.8%,-1.0%,16.1%,0.5,-0.7%,-4.2%
COc1ccc(N2C(=O)/C(=C/c3ccc(C)o3)C(=O)NC2=S)c(OC)c1,0.2%,-7.1,1.8%,-3.5%,-11.1%,-0.5%,1.1%,29.0%,1.0,1.2%,23.0%
CC(=NCCN1CCOCC1)c1c(O)n(-c2ccccc2C)c(=O)[nH]c1=O,0.0%,-10.4,1.9%,-2.7%,-1.6%,0.0%,-7.7%,14.9%,3.0,0.9%,-1.8%
Cc1ccc(Oc2cc(NN3CCCCC3)c([N+](=O)[O-])cc2[N+](=O)[O-])c([N+](=O)[O-])c1,0.6%,20.9,nt,-0.1%,-4.6%,-1.2%,18.5%,?,-0.9,0.2%,0.7%
CC1CCC(NCCc2ccc3c(c2)OCO3)CC1 (centres undefined),5.2%,4.2,11.4%,-2.5%,3.9%,-0.3%,-2.5%,-4.6%,1.1,-4.2%,3.0%
CC(=O)Nc1ccccc1C(=O)OCc1ccccc1F,-5.5%,?,0.0%,-3.3%,0.7%,-0.2%,0.0%,-11.0%,0.9,-0.5%,-2.6%
CCCC[N+]12CCC(CC1)C(C(=O)c1cccs1)C2 (centres undefined),-0.5%,-2.8,-1.5%,0.0%,1.8%,-0.7%,5.8%,-3.7%,3.0,0.8%,-2.4%
Cc1ccccc1[N+](=O)[O-],-3.0%,5.1,nt,3.8%,11.7%,0.1%,nt,nt,nt,1.7%,nt
C[C@H](NC(=O)CCC(=O)N1C[C@H]2C[C@H](C1)c1cccc(=O)n1C2)c1ccccc1,10.2%,3.7,nt,0.1%,-0.1%,-0.2%,-9.6%,-0.7%,0.2,2.9%,4.5%
O=C1NC(=O)C(CCc2ccccn2)(Cc2ccc3c(c2)OCO3)C(=O)N1CCc1ccccc1 (centres undefined),?,0.1,-3.2%,-6.9%,-4.3%,-0.1%,-24.9%,-7.2%,0.7,-4.1%,-13.0%
Cc1ccc(C)c(Cn2c(C(=O)O)c(C=O)c3ccccc32)c1,6.1%,-4.4,-0.2%,?,9.1%,-0.5%,-26.6%,2.4%,5.4,-8.3%,3.1%
CN1CC(C(=O)c2ccc([N+](=O)[O-])cc2)C(c2ccc(Cl)cc2)C1 (centres undefined),?,-5.3,3.7%,-4.5%,-2.1%,-1.2%,-12.3%,?,-0.7,8.2%,nt
CCC1(c2ccccc2)C(=O)NC(=O)NC1=O,1.8%,23.3,nt,1.5%,4.4%,0.8%,nt,-3.9%,1.5,0.0%,nt
CCN(CC)C(=O)c1ccc(NC(=O)c2cc(-n3cnnc3)ccc2Cl)cc1,-8.3%,-10.7,-1.7%,-4.7%,0.3%,4.0%,0.0%,-10.0%,1.8,1.0%,-1.7%
COC(=O)C1=C(c2ccc(C(C)=O)cc2)C[C@@H]2CC[C@H]1N2C(=O)NC(C)C,-6.8%,-5.5,nt,-0.6%,4.7%,0.1%,8.8%,nt,nt,4.4%,nt
COC1=C[C@@H]2C3=C([C@@H]2C1=O)[C@@H](NC(C)=O)CCc1cc(OC)c(OC)c(OC)c13,7.0%,15.4,nt,1.0%,3.2%,0.0%,nt,nt,nt,-6.7%,nt
COc1cc(C(=O)NC(=S)N2C[C@H]3C[C@H](C2)c2cccc(=O)n2C3)cc(OC)c1OC,-12.7%,10.3,nt,-5.2%,-3.5%,-0.8%,1.5%,-10.6%,1.6,-2.0%,-1.3%
CN1CCCN(C(=O)COc2ccc(Br)cc2)CC1,3.7%,8.9,6.1%,-2.5%,2.6%,0.0%,-20.9%,-2.8%,-1.0,-3.7%,-3.3%
Cc1cccc(-n2c(/C=C/c3ccccn3)nc3ccccc3c2=O)c1,-8.7%,9.0,6.5%,-3.9%,76.1%,-0.7%,-39.1%,-7.3%,-2.6,-5.6%,1.3%
C[C@@H]1CN([C@H](C)CO)C(=O)c2cc(NC(=O)Nc3ccc(C(F)(F)F)cc3)ccc2O[C@H]1CN(C)S(=O)(=O)c1cccs1,5.6%,14.8,nt,-1.6%,?,-0.3%,-19.3%,nt,nt,-1.7%,nt
Clc1ccc(OCc2cnc(Cl)s2)cc1,?,-1.9,0.1%,-1.3%,-0.3%,0.4%,22.2%,-4.5%,0.2,0.0%,-6.1%
Cc1ccc(/C=C/C(=O)C2C(=O)c3ccccc3C2=O)cc1,nt,-86.0*,0.7%,-2.1%,3.7%,-1.3%,-0.6%,14.4%,-1.9,0.3%,-2.5%
Cc1ccc(C)c(NC(=S)NCCc2cnc[nH]2)c1,-0.7%,-4.2,-0.3%,-4.4%,4.5%,0.3%,8.4%,nt,-6.4,0.9%,-4.1%
CCCCOP(=O)(OCCCC)/C(C#N)=C(/C)O,5.3%,-13.3,-0.5%,-3.0%,2.1%,-0.2%,3.8%,-6.9%,2.0,-5.2%,-4.1%
CC(=O)NC1CC2CCCC(C1)N2 (centres undefined),2.9%,12.1,2.2%,-3.1%,-2.4%,-2.6%,33.6%,-0.1%,1.4,0.6%,-5.8%
CC1(C)CN(S(=O)(=O)OCC(Cl)(Cl)Cl)C(=O)N1,-22.0%,0.7,nt,0.3%,-2.2%,-0.4%,18.2%,-15.4%,-1.9,-1.6%,0.5%
Cn1cc2c([N+](=O)[O-])cc([N+](=O)[O-])cc2n1,2.5%,nt,-2.0%,nt,nt,0.0%,nt,29.3%,-0.7,11.4%,-4.9%
CCc1nc2ccccc2c(=O)n1-c1cccc(OC)c1,nt,-18.4,-1.1%,-8.7%,2.2%,nt,9.5%,-11.2%,-3.3,nt,-7.0%
C=C1[C@H]2CC[C@H]3[C@]4(C)C[C@H](O[C@@H]5OC(CO)[C@@H](OSOOO)[C@H](OS(=O)(=O)O)[C@H]5OC(=O)CC(C)C)C[C@@H](C(=O)O)[C@H]4CC[C@]3(C2)[C@H]1O (some centres undefined),-0.4%,5.5,nt,-3.8%,4.9%,1.0%,-9.3%,nt,nt,0.7%,nt
N[C@@H]1CC[C@@]2(O)[C@H]3Cc4ccc(O)c5c4[C@@]2(CCN3CC2CC2)C1O5 (some centres undefined),-7.3%,15.2,nt,-0.1%,2.5%,-1.1%,nt,nt,nt,3.4%,nt
